PTHR1 ag: agonists of human PTHR1 parathyroid hormone receptor; Q03431; HEK293 GP2 PTHR1 cells, GloSensor cAMP luminescence, 1 h; Potency, µM (highest dose often 115 µM), inactives show at the highest dose activation, actives largely listed as activators; hit rate 0.075% among 410,000; note: potency is the fitted concentration of half-maximal effect; nearly all actives have a fitted effect of over 55% in size; some results filed as inactive show a strong effect at the top dose; inactives centre near -15; many of its hits are not listed in these tables
Target sequence (Q03431 whole entry, looked up): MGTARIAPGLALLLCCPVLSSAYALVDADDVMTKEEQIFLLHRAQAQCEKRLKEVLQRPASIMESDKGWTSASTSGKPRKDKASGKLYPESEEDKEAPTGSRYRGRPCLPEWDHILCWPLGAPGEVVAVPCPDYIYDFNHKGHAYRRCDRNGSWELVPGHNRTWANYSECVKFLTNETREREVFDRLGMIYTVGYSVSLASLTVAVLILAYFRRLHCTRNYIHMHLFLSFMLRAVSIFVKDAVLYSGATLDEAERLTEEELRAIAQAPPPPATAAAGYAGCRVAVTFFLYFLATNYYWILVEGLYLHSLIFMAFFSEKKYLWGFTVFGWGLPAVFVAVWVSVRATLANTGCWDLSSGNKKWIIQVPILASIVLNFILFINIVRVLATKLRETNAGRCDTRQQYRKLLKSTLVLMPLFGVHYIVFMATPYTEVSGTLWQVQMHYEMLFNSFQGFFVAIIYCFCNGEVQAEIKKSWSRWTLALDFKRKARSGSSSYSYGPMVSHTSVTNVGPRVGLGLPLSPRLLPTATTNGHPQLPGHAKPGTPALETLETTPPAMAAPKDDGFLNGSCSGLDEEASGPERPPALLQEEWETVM
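HEK-293-derived GP2 cells expressing PTHR1 and a GloSensor cAMP reporter, 3,000/well, plated overnight, given luciferin plus IBMX (each 0.5 mM as added) for 1 h at 37 °C, then compound for 1 h at 37 °C. Luminescence was read after 15 min at room temperature.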
aSyn yeast inh: inhibitors of alpha-synuclein toxicity in yeast | Yeast expressing alpha-synuclein, growth rescue, BacTiter-Glo, 24 h | Potency, µM (titrated, usually from 46.1 µM), for inactives: at the highest dose growth rescue (activation), most hits filed as activators | hit rate 0.14% among 370,000; note: potency is the fitted concentration of half-maximal effect; % of control where 0% means no effect; nearly all actives have a fitted effect of over 65% in size
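Galactose-induced alpha-syn yeast (OD600=0.02, raffinose-pregrown) + pinned cpd, 24 hr, 30 deg C; growth by BacTiter-Glo luminescence. Growth restoration scores as activation.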
Abeta yeast res: compounds reversing amyloid beta toxicity in yeast; AID 1347071; hit rate 0.063% among 410,000; yeast expressing A-beta42, growth rescue, OD600, 48 h; response scale: 0% DMSO, 100% iron-clioquinol control; Potency, µM (highest dose often 46.1 µM), inactives show at the top dose growth rescue, hits mostly activators; note: potency is the fitted concentration of half-maximal effect; nearly all actives have a fitted effect of over 55% in size
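Yeast growth medium received pinned compounds, then yeast cells expressing toxic A-beta were added; plates incubated at 30 C for 48 hr. Growth read as absorbance at 600 nm, normalized to DMSO and equimolar FeCl3 plus clioquinol controls.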
FUS suppressor: FUS proteinopathy suppression in yeast; AID 1347120; Potency, µM (series often up to 76.6 µM), inactives show at the highest dose growth rescue (activation), actives largely listed as activators; S. cerevisiae FUS-expressing, growth rescue, OD600, 24 h; hit rate 0.24% among 390,000;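 note: potency is the fitted concentration of half-maximal effect; plate controls were DMSO vehicle for no effect and reference control for full effect; nearly all actives have a fitted effect of over 55% in size; some results filed as inactive show a strong effect at the top dose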
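S. cerevisiae expressing FUS from galactose induction served as the toxicity model. Growth after 24hr at 30C, read as absorbance at 600 nm, indicates suppression of toxicity; compounds dosed at several concentrations.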
GLP-1R inv ag: inverse agonists of human GLP-1 receptor. Potency, µM (top dose mostly 38.3 µM), inactives show at the highest dose activity change, negative = inhibition, usual class: inhibitors. P43220. hit rate 1.6% among 410,000. AID 624417. HEK293 GLP-1R CRE-luciferase, luminescence, 24 h; GLP-1R form is constitutively active; note: potency is the fitted concentration of half-maximal effect; % is set by controls: 0 for no effect and ±100 for the full control effect; nearly all actives have a fitted effect of over 55% in size
Target sequence (P43220 whole entry, looked up): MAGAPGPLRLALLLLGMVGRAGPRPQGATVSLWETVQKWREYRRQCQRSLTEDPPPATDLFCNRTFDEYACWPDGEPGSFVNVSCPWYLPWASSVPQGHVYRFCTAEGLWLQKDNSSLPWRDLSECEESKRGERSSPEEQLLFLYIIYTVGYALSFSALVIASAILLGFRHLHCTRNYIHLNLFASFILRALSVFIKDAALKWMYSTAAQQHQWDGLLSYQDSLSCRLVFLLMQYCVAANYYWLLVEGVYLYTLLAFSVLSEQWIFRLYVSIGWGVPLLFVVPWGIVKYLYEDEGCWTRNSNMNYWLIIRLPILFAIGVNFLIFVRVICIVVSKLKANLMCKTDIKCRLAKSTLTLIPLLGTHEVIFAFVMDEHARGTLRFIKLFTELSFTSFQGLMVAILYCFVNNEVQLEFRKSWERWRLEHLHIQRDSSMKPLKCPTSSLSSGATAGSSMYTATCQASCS
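Stable HEK293 clone (constitutively active GLP-1R + cAMP-response luciferase); 200 cells/uL plated, 12 h pre-culture, compound 24 hr, 37 deg C/5% CO2; detection reagent 12 min RT; luminescence.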
TDP-43 yeast inh: inhibitors of TDP-43 toxicity in yeast; AID 652104; hit rate 1.8% among 410,000; TDP-43 expressing yeast growth rescue, BacTiter-Glo, 24 h; Potency, µM (titrated, usually from 46.1 µM), inactives show top-dose growth rescue (activation), usual class: activators; note: potency is the fitted concentration of half-maximal effect; % of control where 0% means no effect; nearly all actives have a fitted effect of over 50% in size
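Cell-based yeast growth screen: TDP-43 expression induced in galactose, inoculum OD600=0.02 after raffinose pregrowth to mid-log. Read-out BacTiter-Glo luminescence at 24 hr, 30 deg C; inhibition of toxicity seen as signal increase.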
MmCpn inh: M. maripaludis TRiC chaperonin inhibition; purified Mm-Cpn ATPase, ADP Transcreener TR-FRET; Potency, µM (series often up to 76.9 µM), without a hit: at the top dose activity, negative = inhibition, usual class: inhibitors; hit rate 0.031% among 330,000; note: potency is the fitted concentration of half-maximal effect; % is set by controls: 0 for no effect and ±100 for the full control effect; nearly all actives have a fitted effect of over 80% in size
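ATPase read-out: TR-FRET ADP immunoassay (anti-ADP Eu cryptate vs ADP-d2), ex 320 nm, em 590/665 nm; signal drops as ADP forms. Enzyme 25 nM, ATP 10 uM, 30 min at 37°C after 10 min compound preincubation.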
GLP1R cytotox: cytotoxic in the GLP-1 receptor inverse agonist counter-screen | HEK293 cAMP-luciferase reporter cells, luminescence, 24 h | Potency, µM (titrated, usually from 38.3 µM), inactives show at the highest dose activity change, negative = inhibition, hits mostly inhibitors | hit rate 0.13% among 410,000;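 note: loss of luciferase light is scored as toxicity; potency is the fitted concentration of half-maximal effect; % is set by controls: 0 for no effect and ±100 for the full control effect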
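1536-well qHTS counterscreen of the MLSMR; 200 cells/uL, 12 h pre-incubation, 23 nL cpd, 24 h at 37 deg C 5% CO2, luciferase detection reagent, 12 min RT, luminescence. Inhibition = undesired.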
Akt phos inh: blocks phosphorylation of Akt | Neuro2A IGF-stimulated pAkt S473 HTRF, 20 min; stronger effect = lower value | hit rate 0.32% among 360,000 | activity change, % for hits at 50 µM; in the data active = activity change below about -80%; inconclusive = mostly about -51% to -80%; note: % is set by controls: 0 for no effect and ±100 for the full control effect
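Neuro2A cells (4,500/well, DMEM with 0.5% FBS) were treated with compound at a single 50 µM final concentration, stimulated with 6 nM IGF for 20 min at 37 °C, and lysed. Phospho-Akt Ser473 was read by HTRF as 665/615 ratio ×10^4.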
* hit, by the source's call; i = inactive; ? = inconclusive; nt = not tested or not shown; [ ] = another dose, or the depositor's remark. Unless noted, calls come from the whole dose curve; as a rule, active = well fitted curve in the direction sought with a large enough effect; inconclusive = small, poorly fitted or top-dose-only effect, or another doubt; inactive = no such curve, though single readings can be large; an effect the other way counts as inactive or inconclusive. Some of the compounds tested; the hit share may differ from the screen's.

SMILES	GLP-1R inv ag	FUS suppressor	Akt phos inh	GLP1R cytotox	MmCpn inh	TDP-43 yeast inh	Abeta yeast res	aSyn yeast inh	PTHR1 ag
Cc1cn([C@H]2C[C@H](O)[C@@H](/C=C/C(=O)NCCc3ccc4c(c3)OCO4)O2)c(=O)[nH]c1=O	1%	7%	i	6%	nt	24%	0%	-11%	-13%
N#CCN(N=Nc1ccccc1)c1ccccc1	3%	16%	i	5%	?	-2%	8%	-2%	-9%
COc1ccc(-c2csc(NCc3ccco3)n2)cc1C	?	11%	i	-5%	?	10%	9%	-16%	-11%[57.5 µM]
COc1ccc2cc(C(=O)N3CCCC(Nc4ccc(F)cc4)C3)n(C)c2c1 (stereo unspecified)	?	25%	i	-18%	1%	?	-11%	4%	i
Cc1nn(Cc2c(Cl)cccc2Cl)c(C)c1N	-15%	19%	i	6%	-1%	8%	9%	0%	i
Cc1ccc(S(=O)(=O)N2CCN(C3CC(=O)N(CCc4ccccc4)C3=O)CC2)cc1C (stereo unspecified)	0%	?	i	-4%	0%	25%	10%	12%	i
O=S1(=O)CC(N2CC=CC2)CN1Cc1cn(Cc2ccc(F)cc2)nn1 (stereo unspecified)	9%	-2%	i	2%	nt	0%	-16%	1%	-5%
CC(=O)c1cccc(N2C(=O)CN(S(C)(=O)=O)CC2(C)C(=O)NC2CCCC2)c1 (stereo unspecified)	18%	-6%	nt	0%	nt	7%	-3%	nt	-9%
COc1cc(C)nc(N(C)S(=O)(=O)c2ccccc2Cl)n1	?	13%	i	-27%	-10%	20%	-10%	10%	-5%[57.5 µM]
COc1ccc(CC(C)N2CCN(c3ccccc3OC)CC2)cc1OC (stereo unspecified)	-4%	24%	nt	-14%	?	-8%	-11%	-1%	-24%[57.5 µM]
CCn1cc(/C=N/N=C2\CCC3C4CCc5cc(O)ccc5C4CC[C@]23C)c(C)n1 (stereo partly specified)	?	20%	i	-4%	0%	-8%	5%	0%	-11%
O=C(NCCCCCCCCNC(=O)c1cccc2ccccc12)c1cccc2ccccc12	10%	nt	i	9%	nt	9%	-2%	-4%	i
O=C(CCNC(=O)c1ccc(Cl)cc1)NC1CCCCCC1	-17%	nt	i	10%	0%	11%	-17%	-2%	i
COCCn1c(N2CCCC2)nc2c1c(=O)[nH]c(=O)n2C	11%	-16%	i	-3%	2%	-17%	-3%	-2%	-39%[inhibitor]
CCC(=O)c1ccc(OCC(=O)Nc2ccc3c(c2)OCCO3)cc1	-4%	5%	i	3%	-2%	27%	19%	-10%	i
COc1cccc(CNC(=O)C2CCN(C(=O)N(C)C)CC2)c1	0%	30%	nt	4%	1%	-14%	3%	-1%	i
CS(=O)(=O)N1c2ccccc2[C@]2([C@@]34C[C@H]5C(=O)N[C@@H](Cc6ccccc6)C(=O)N5[C@@H]3N(S(C)(=O)=O)c3ccccc34)C[C@H]3C(=O)N[C@@H](Cc4ccccc4)C(=O)N3[C@H]12	-2%	?	i	-10%	nt	10%	3%	-1%	i
COCCNC(=S)N/N=C/c1ccc(OCc2ccc(C(=O)OC)cc2)cc1	2%	8%	i	5%	-3%	4%	-15%	3%	i
COc1cc2c(cc1OC)/C(=C/c1ccc(Br)cc1)C(=O)OC2	11µM*	?	i	12%	-16%	13µM*	-29%	16%	i
CNc1nc(Cl)nc2ncn(C)c12	7%	-1%	i	3%	nt	2%	-5%	-5%	-25%
CCOC(=O)c1sc(NC(=O)CC2OC(=O)c3ccccc32)nc1C (stereo unspecified)	1%	7%	i	?	-2%	3%	13%	-1%	-4%
CN(NC(=O)c1ccccc1Cl)c1ncc(C(F)(F)F)cc1Cl	0%	-12%	i	3%	-1%	3%	-4%	0%	-2%
CCNS(=O)(=O)c1ccc2c(c1)n(C)c(=O)n2C	0%	13%	i	-10%	-1%	-6%	1%	-3%	i
CC(=O)c1c(O)cc(C)n(Cc2ccccc2)c1=O	35%[activator]	16%	nt	2%	nt	-28%	6%	3%	i
Fc1ccccc1Cc1nnc2n1N=C(c1ccc(Cl)cc1)CS2	11%	-19%	i	-15%	1%	7%	5%	-8%	i
Cc1ccc2c(c1)N(CC(=O)NCCCN1CCN(C)CC1)C(=O)CO2	-6%	-3%	i	13%	3%	-17%	-10%	3%	9%
CCc1cc(=O)oc2cc(OCC(N)=O)c(Cl)cc12	11%	3%	i	76%[activator]	-2%	-4%	-4%	?	i
CC(C)(C)c1nnc(NC(=O)c2cccnc2Cl)s1	24%	-19%	i	2%	0%	22%	1%	3%	-5%
CC1=C(C(=O)N2CCCCCC2)CC(CC(=O)NCCN2CCOCC2)C(=O)N1Cc1ccccc1 (stereo unspecified)	17%	-36%	i	-3%	nt	21%	-1%	1%	-14%
Cc1ccccc1C(=O)Nc1sc(C)c(C)c1C(=O)c1ccccc1	?	12%	i	3%	-2%	19%	-2%	5%	3%[57.5 µM]
Nc1nc(-c2ccc3c(c2)CCC(=O)N3)cs1	97%[activator]	21%	i	-1%	-2%	-10%	3%	-4%	-4%
COc1ccc(NC(=O)c2nc(S(=O)(=O)Cc3ccc(C)cc3)ncc2Cl)cc1	7%	6%	nt	-4%	nt	22%	-24%	nt	-93%[inhibitor]
COc1cc2c(cc1OC)CN(C(=O)COc1ccc(C)c(C)c1)CC2	-8%	25%	i	-20%	1%	nt	2%	nt	i
Cc1cc2c(cc(C(=O)OCC(=O)NC3CCCCC3)n2C)o1	6%	7%	i	0%	nt	1%	-8%	7%	i
N#CCCN(Cc1cccnc1)C(=O)c1ccc(S(=O)(=O)N2CCOCC2)cc1	0%	-11%	i	-11%	-4%	9%	20%	-11%	-19%
O=C(CC(Nc1cccc(Cl)c1Cl)C(=O)OCC(=O)c1cccs1)c1ccccc1 (stereo unspecified)	?	nt	i	-24%	-8%	2%	3%	4%	-6%
Cc1ccc(CC(NC(=O)c2ccccc2)C(=O)NCC(=O)O)cc1 (stereo unspecified)	0%	21%	i	-32%	1%	-19%	0%	-2%	i
O=C(COc1ccccc1)Nc1c2c(nn1-c1ccccc1)CS(=O)(=O)C2	36%[activator]	1%	i	-6%	1%	18%	-8%	1%	i
OCCn1cnc2c(SCc3ccccc3)ncnc21	6%	-6%	i	-1%	nt	-2%	-7%	-5%	i
COc1ccccc1Nc1nc2nonc2nc1N1CCC(C)CC1	8%	nt	i	1%	2%	-11%	10%	0%	i
COc1ccc(C(=O)NC(C(=O)NCC(=O)Nc2c(C)cccc2C)C(C)C)cc1 (stereo unspecified)	0%	-28%	i	12%	-3%	-20%	-16%	-3%	i
O=C(C[C@@H]1C=C[C@@H](NC(=O)C2CC2)[C@@H](CO)O1)NCc1ccccc1Cl	20%	-6%	i	-1%	nt	29%	1%	-4%	-21%
CC(=O)Nc1ccc(S(=O)(=O)Nc2ccc3nc(C)sc3c2)cc1	-21%	6%	i	-15%	-2%	4%	1%	0%	-25%
CCc1nn(CC(=O)Nc2cccc(C)c2C)c(=O)c2cc3sccc3n12	0%	-28%	nt	8%	nt	7%	7%	nt	i
CCCN(CCC)c1nc2c(C)cccn2c(=O)c1/C=C1/SC(=S)N(Cc2ccco2)C1=O	?	23%	i	31%	0%	-5%	5%	0%	i
N#Cc1ccccc1NC(=O)CN1CCN(c2ccccn2)CC1	20%	-21%	i	-4%	1%	-17%	9%	-3%	i
O=C(Cn1c(-c2cccs2)cc2ccccc21)N1CCN(c2ccc(Cl)cc2)CC1	?	-11%	nt	-24%	nt	9%	21%	nt	22%
C=CCn1c(SCCNC(C)=O)nc2cc(-c3ccccc3)sc2c1=O	9%	7%	i	-4%	-17%	?	-13%	1%	2%
Cc1cc(S(=O)(=O)N2CCCC2)ccc1OCC(=O)NCc1ccccn1	7%	-9%	i	6%	1%	17%	-3%	-2%	i
NS(=O)(=O)c1ccc(-c2ccc(C=NC3CCS(=O)(=O)C3)o2)cc1 (stereo unspecified)	6%	21%	i	2%	2%	-11%	9%	5%	i

The listing continues:
SMILES	GLP-1R inv ag	FUS suppressor	Akt phos inh	GLP1R cytotox	MmCpn inh	TDP-43 yeast inh	Abeta yeast res	aSyn yeast inh	PTHR1 ag
COc1ccc(-n2c(SCC(=O)Nc3cc(C)on3)nc3c(c2=O)SC(C)C3)cc1 (stereo unspecified)	16%	-24%	i	2%	nt	17%	-1%	-1%	-21%
COC(=O)c1cccc(NC(=O)c2cnccn2)c1	6%	-17%	i	-13%	1%	0%	-12%	13%	i
Cn1c(NCc2ccccc2)nc2c1c(=O)n(Cc1ccccc1)c(=O)n2C	?	23%	i	3%	0%	-12%	10%	3%	-21%[57.5 µM]
NC1=NN(c2ccccc2)C(=O)C1	?	15%	i	?	nt	-12%	4%	-5%	i
Cc1ccn2c(/C=N/OCc3cccc(F)c3)c(-c3ccc(Cl)cc3)nc2c1	8%	-9%	i	27%	0%	4%	-2%	8%	i
Cc1c(C)c2ccc(OCC(=O)NCCN3CCOCC3)cc2oc1=O	11%	-4%	nt	-6%	?	4%	0%	-1%	i
